mHTT CaM bind = disrupts binding of mutant huntingtin to calmodulin | P42858 | AlphaScreen His-mHTT/GST-CaM binding, luminescence | inhibition, % at 15 µM | hit rate 3.6% among 190,000;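 also: 0% = both proteins with DMSO and 100% = one protein alone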
Target sequence (P42858 whole entry, looked up, stated change not applied): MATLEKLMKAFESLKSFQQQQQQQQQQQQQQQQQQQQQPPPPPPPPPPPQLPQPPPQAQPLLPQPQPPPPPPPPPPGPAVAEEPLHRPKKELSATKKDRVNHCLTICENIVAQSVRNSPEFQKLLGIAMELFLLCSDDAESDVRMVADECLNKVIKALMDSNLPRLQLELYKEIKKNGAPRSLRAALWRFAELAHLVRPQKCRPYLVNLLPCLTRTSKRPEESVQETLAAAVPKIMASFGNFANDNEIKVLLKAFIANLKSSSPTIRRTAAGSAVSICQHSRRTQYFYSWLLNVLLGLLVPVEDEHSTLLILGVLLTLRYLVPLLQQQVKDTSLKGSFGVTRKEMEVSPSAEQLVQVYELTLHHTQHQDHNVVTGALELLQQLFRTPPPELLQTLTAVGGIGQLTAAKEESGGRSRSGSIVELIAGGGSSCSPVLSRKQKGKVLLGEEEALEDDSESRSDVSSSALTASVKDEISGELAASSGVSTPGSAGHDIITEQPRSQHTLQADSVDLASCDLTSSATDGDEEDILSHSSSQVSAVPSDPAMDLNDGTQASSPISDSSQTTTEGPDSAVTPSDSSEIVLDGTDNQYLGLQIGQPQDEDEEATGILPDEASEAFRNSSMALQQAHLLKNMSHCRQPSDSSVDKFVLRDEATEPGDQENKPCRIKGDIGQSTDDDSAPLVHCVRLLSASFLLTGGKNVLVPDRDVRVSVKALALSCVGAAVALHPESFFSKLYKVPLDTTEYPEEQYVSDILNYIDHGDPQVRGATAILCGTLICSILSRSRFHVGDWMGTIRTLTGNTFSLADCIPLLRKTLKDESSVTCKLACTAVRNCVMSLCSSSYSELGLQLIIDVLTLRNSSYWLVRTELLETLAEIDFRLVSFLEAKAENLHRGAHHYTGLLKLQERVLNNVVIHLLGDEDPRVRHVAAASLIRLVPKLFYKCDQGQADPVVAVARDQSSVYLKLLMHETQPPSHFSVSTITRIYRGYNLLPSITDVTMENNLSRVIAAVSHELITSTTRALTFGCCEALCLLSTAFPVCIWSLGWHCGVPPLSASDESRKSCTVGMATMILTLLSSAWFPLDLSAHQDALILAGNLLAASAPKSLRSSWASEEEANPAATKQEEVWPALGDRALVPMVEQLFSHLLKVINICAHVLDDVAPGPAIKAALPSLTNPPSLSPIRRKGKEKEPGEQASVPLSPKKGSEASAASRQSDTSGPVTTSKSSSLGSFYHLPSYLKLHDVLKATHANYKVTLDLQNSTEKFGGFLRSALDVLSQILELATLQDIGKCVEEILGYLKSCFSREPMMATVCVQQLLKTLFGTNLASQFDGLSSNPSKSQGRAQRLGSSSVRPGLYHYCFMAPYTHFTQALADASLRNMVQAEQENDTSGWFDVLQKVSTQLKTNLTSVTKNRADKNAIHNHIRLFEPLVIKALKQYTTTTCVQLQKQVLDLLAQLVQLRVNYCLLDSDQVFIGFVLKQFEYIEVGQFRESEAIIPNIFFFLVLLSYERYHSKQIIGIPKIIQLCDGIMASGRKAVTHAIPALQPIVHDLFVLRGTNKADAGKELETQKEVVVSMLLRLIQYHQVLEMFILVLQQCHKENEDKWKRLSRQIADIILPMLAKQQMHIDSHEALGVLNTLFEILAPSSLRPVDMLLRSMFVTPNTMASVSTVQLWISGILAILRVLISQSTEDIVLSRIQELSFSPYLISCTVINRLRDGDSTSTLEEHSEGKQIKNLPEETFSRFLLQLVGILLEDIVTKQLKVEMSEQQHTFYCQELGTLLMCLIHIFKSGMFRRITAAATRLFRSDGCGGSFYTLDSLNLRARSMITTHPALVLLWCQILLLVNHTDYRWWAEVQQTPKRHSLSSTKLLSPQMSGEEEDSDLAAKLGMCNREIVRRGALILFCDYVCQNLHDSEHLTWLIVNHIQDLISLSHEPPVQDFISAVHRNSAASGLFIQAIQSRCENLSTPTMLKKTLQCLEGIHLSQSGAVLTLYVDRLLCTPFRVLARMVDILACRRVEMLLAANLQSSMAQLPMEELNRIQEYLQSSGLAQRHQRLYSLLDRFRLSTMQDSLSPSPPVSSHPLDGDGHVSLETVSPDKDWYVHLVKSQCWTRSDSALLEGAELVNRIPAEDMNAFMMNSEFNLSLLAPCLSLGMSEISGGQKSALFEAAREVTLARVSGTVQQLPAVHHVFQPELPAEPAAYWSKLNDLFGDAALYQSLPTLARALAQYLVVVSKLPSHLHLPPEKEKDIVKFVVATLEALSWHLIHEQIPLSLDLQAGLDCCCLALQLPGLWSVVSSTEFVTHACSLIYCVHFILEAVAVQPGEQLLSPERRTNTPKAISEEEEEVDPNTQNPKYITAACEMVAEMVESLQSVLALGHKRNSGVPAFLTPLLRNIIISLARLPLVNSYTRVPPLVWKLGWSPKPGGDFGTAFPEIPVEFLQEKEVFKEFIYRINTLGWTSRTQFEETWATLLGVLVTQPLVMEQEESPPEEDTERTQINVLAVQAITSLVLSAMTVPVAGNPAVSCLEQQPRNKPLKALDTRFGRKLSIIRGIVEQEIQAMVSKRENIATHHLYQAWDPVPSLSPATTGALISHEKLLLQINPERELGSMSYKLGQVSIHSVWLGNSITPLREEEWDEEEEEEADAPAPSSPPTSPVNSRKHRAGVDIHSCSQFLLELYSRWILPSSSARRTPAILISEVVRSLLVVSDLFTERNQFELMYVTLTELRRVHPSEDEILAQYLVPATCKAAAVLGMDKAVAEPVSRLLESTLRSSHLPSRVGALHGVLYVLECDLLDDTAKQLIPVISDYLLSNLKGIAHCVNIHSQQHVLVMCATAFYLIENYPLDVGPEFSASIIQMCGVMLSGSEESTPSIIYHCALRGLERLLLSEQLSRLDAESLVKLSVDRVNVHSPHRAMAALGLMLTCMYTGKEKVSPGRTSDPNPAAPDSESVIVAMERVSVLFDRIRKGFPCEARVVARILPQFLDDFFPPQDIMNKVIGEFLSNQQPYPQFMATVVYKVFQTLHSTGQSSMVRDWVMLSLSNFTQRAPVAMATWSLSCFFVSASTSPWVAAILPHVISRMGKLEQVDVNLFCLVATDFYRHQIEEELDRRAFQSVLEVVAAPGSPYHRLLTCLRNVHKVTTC
Pf apPOL block = Pf-apPOL DNA polymerase inhibition. Recombinant Pf-apPOL, molecular beacon fluorescence, 1.5 h. inhibition, % at 10 µM. hit rate 0.25% among 210,000. AID 1794808
Active calls of the source: *; / = no result given; & = joins results of further samples. Rule as the data show it: active = inhibition above about 50%; inactive = the rest.

SMILES	mHTT CaM bind	Pf apPOL block
COc1cccc(C(=O)N2CCN(c3cc(Cl)ccc3C)CC2)c1OC	100*	0
CCC1CCCCN1CCCNC(=O)CN1N=C(c2ccc(Cl)cc2)CCC1=O (centres undefined)	0	-33
Cc1ccc(S(=O)(=O)N2CCCCC2c2cccnc2)c(C)c1C (centres undefined)	0	-6
O=C(NNc1cccc(Cl)c1)C1CCCCC1	/	-8
CCSc1ccccc1C(=O)Nc1ccccc1-c1nc2ccccc2[nH]1	61*	-9
Cc1c(C)c(C)c(C(=O)CCc2cccc(N=Cc3cc(Cl)cc(Cl)c3O)c2)c(C)c1C	/	2
COc1ccccc1-c1cc2ccc(OC(C)=O)cc2oc1=O	1	-2
Cc1cc(NS(=O)(=O)c2ccc(N/C=C/C(=O)c3cccs3)cc2)nc(C)n1	30	-14
O=C(NCCCn1ccnc1)C(=O)Nc1ccc2c(c1)OCCO2	-3	-2
CCSc1nnc(NC(=O)c2cn(CC3CCCO3)cc3c(=O)[nH]nc2-3)s1 (centres undefined)	-7	-3
Cc1onc(-c2ccccc2)c1C(=O)O	2	4
Cc1ccc(O)c(CCc2ccc(O)cc2)n1	-1	0
CCOC(=O)C(C)NC(=O)c1nc(-c2ccc(C)cc2)n2c1CCCCC2 (centres undefined)	7	1
COc1ccc(/C=C2\CCCC3=C2OC(N)=C(C#N)C3c2ccc(OC)c(OC)c2)cc1OC (centres undefined)	38	-2
Nc1nc(C(F)(F)F)cc(=O)[nH]1	/	-4
Cc1ccc2nc(/C(C#N)=C/c3ccc(-c4cc([N+](=O)[O-])ccc4O)o3)[nH]c2c1	56*	-1
Cc1c(NC(=O)c2cc(-c3ccc4c(c3)OCO4)on2)c(=O)n(-c2ccccc2)n1C	-4	-3
NC(=O)c1c(NC(=O)CCCn2cnc([N+](=O)[O-])n2)sc2c1CCCC2	7	0
Cc1ccc(/C=C2/N=C(C3CCCCC3)OC2=O)cc1	1	-4
O=C(O)CCCC(=O)Nc1ccc(I)cc1	-3	-9
Cc1ccc(C(=O)N2CCCC(c3cc(-c4ccccc4)n[nH]3)C2)cn1 (centres undefined)	2	-6
CN(C)CCOC(=O)NC1CC(=O)N(c2ccc(F)cc2)C1 (centres undefined)	-20	0
O=C(O)c1ccc2ccccc2c1Br	/	-5
CS(=O)(=O)N(CC(=O)Nc1ccccc1C(=O)N1CCCC1)c1ccccc1F	-5	5
COc1ccc(-c2c(C#N)c(N)nc(OC)c2C#N)cc1	-2&1	12&-10
O=C(NCCNc1c(Cl)cccc1[N+](=O)[O-])c1ccccc1Cl	9	0
COc1cc(CO)c(-c2c[nH][nH]c2=O)cc1OC	/	4
Clc1ccccc1CN1CCc2ccccc2C1	-31	1
CCC(C)(C)C(=O)N1CCC(CCOCc2ccccc2F)CC1	-17	-3
COc1ccc(CCNC2CC(=O)N(CCc3ccc(OC)c(OC)c3)C2=O)cc1 (centres undefined)	5	15
O=C(O)CNC(=O)C(Cc1cnc[nH]1)NC(=O)C1CCC(=O)N1 (centres undefined)	5	-3
CC1(C(=O)NCc2cccc(F)c2)CCCN(C(=O)c2cccc(F)c2)C1 (centres undefined)	-1	-1
CNC(=O)Cc1cn(Cc2ccc(F)cc2)c2ccccc12	-2	-19
Cc1cccc(-n2nc(C)c3sc(N4CCCN(C(=O)C5CCCCC5)CC4)nc32)c1	68*	0
COc1ccccc1C=CC=C1Oc2cc(OCC(=O)OC(C)C)ccc2C1=O	1	3
COc1ccc(-c2[nH]ncc2Oc2ccc(F)cc2)c(O)c1	44	0
CCN1C(=O)C(C)(C(=O)NC2CCCCC2)Oc2cccnc21 (centres undefined)	-3	-8
CNC(C)c1cccs1 (centres undefined)	0	/
CCCN(CCC)C(=S)NC(=O)c1cccc([N+](=O)[O-])c1	/	-75
Cc1ccc2oc(C(=O)N3CCN(c4cccc(C(F)(F)F)c4)CC3)cc2n1	72*	-10

Compound profiles, as listed above. Values in the order: mHTT CaM bind, Pf apPOL block
Shown for `COc1ccc(-c2[nH]ncc2Oc2ccc(F)cc2)c(O)c1` : 44, 0
Shown for `CCCN(CCC)C(=S)NC(=O)c1cccc([N+](=O)[O-])c1` : /, -75

(cont.)
SMILES	mHTT CaM bind	Pf apPOL block
NC(=O)c1sccc1NC(=O)C(F)(F)F	/	-5
Cc1nc(Nc2ccc(F)cc2)c2cc(C)sc2n1	2	-6
O=C(Nc1ccc(C(=O)O)cc1)/C(=C/c1ccccc1)NC(=O)c1ccco1	2	-4
CCNC(=O)c1ccc2c(c1)CCN2C(=O)CC	0	-4
O=C(Nc1ccccc1F)C1CCN(c2ccccc2-n2cccc2)C1=O (centres undefined)	11	-1
CCc1nc2c(NC(=O)c3ccc(C(F)(F)F)cc3)cccn2n1	54*	0
Cc1c(C(=O)NC2CCCCC2)oc2ccc(S(=O)(=O)N3CCCC3)cc12	6	-5
O=C(O)c1cc(S(=O)(=O)NCc2ccccc2)ccc1Br	-5	18
O=C(c1ccccc1Cl)N1N=C(C2CCCCC2)CC1(O)C(F)(F)F (centres undefined)	-6	-1
COc1ccc(OC)c(S(=O)(=O)Nc2cccc(C(=O)O)c2)c1	-5	3
COc1cc(OC)c(Nc2ncnc3sc(C)cc23)cc1Cl	-3	-2
CC1CCN(C(=O)/C=C/c2ccc3c(c2)OCO3)CC1	-4	-4
CSc1nc(N)nc(-c2cccs2)n1	/	6
CC(C)c1ccc(NC(=O)NC(=O)c2ncon2)cc1	/	-18
Cc1ccc([C@H]2C[C@H](O)[C@@H](n3cc(-c4ccc(F)cc4)nn3)CN2Cc2cccs2)cc1	8	-3
CCNC(=O)c1cc2c(=O)n3cccc(C)c3nc2n(CCc2ccccc2)c1=N	20	28
COc1cc(Nc2nc(-c3cccc([N+](=O)[O-])c3)cs2)c(OC)cc1Cl	6	0
O=C(NCc1cc(-c2ccccc2)on1)c1ccc[nH]c1=O	0	-4
O=C(NCc1cc(F)cc(F)c1)c1cc2c(s1)CCN(C(=O)c1ccccc1)C2	1	-7
O=C(O)CCC(=O)N1CCN(C2c3ccccc3-c3ccccc32)CC1	/	-10
O=C(C1CC1)N1CCc2cc(Br)cc(S(=O)(=O)NCc3cccnc3)c21	-1	-8
O=C(CN1C2=NCCN2c2ccccc21)c1ccc(F)cc1	-3	-11
CCC(C)C(NC=C1C(=O)OC(C)(C)OC1=O)C(=O)O (centres undefined)	-6	1
CC1=NN(c2ccccc2)C(=O)C1C(c1cccc(Cl)c1)C(C#N)C#N (centres undefined)	47	-1
COc1cc(C2=NOC(C(=O)NC(C)C)C2)cc(OC)c1OC (centres undefined)	-8	-6
O=C(c1cccs1)N1CCC(c2ccn3ncc(C(=O)N4CCCCC4)c3c2)CC1	-2	0
Cc1cc(C)c(OCCCCN(C)C)c(Br)c1	0	-2
Oc1ccc(F)cc1C1=NNC(c2ccccc2F)C1 (centres undefined)	49	40
COc1ccc(-c2c(C)oc3cc(OCCN4CCCCC4)ccc3c2=O)cc1OC	3	-3
CN(C)c1ccc(NC(=S)O[C@H]2CCC23CCC(c2ccccc2)CC3)cc1 (some centres undefined)	15	-5
Cc1nn(Cc2ccc(F)cc2)c(C)c1NC(=O)c1noc2c1CC(C(C)(C)C)CC2 (centres undefined)	5	-5
O=C1OC(c2ccccc2Br)=N/C1=C\c1cc(Br)cs1	10	-2
CCc1cc(C2CCCN2C(=O)c2ccc3c(c2)OCO3)on1 (centres undefined)	6	-7
Cc1ccc(S(=O)(=O)C(CN)c2cccs2)cc1 (centres undefined)	-16	69*
Cc1c(Cl)cccc1N1C(N)=C(C#N)C(c2ccc3c(c2)OCO3)C2=C1CCCC2=O (centres undefined)	44	-9
COc1ccccc1NC(=O)CSc1nc2[nH]ncc2c(=O)n1-c1ccc(Cl)c(C)c1	38	-11
Cc1ccc(N2C(=O)C=C(Sc3ccc(C(C)(C)C)cc3)C2=O)cc1	/	-5&1
Cc1nnc(-c2cccc([N+](=O)[O-])c2)o1	/	-5
Cc1nnsc1C(=O)Nc1ccc2c(c1)OCCO2	/	0
O=C(O)CNS(=O)(=O)c1ccc(Cl)c(C(F)(F)F)c1	-9	-6
CCN1CCc2nc(SCC(=O)Nc3ccc(OC)cc3)c(C#N)cc2C1	5	2
CCc1nnc2ccc(-c3noc(Cc4ccc(C)cc4)n3)cn12	3	-6
CCCCN1CC(COCc2ccccc2)Oc2cccc(Oc3ccc(C)cc3)c2S1(=O)=O (centres undefined)	-7	0
Cc1ccc2c(c1)NC(=O)C(CC(=O)N1CCc3ccccc31)CO2 (centres undefined)	6	0
Cc1noc(-c2cccnc2N2CCCN(C(=O)Cc3cccs3)CC2)n1	-1	8
CCOC(=O)C1CCN(C(=O)C2CN(C(=O)c3ccc(F)c(F)c3)C2)CC1	-9	-7
CC(C)(C)C1CCc2c(sc3c2c(=O)n(-c2ccccc2)c2nncn32)C1 (centres undefined)	11	-1
Cc1ccc(NC(=O)c2cnn(-c3ccccc3)c2NC(=O)c2ccco2)cc1C	7	-1
COc1ccccc1NC(=O)CN1N=NC2C(=O)N(c3ccc(F)cc3)C(=O)C21 (centres undefined)	7	3
NS(=O)(=O)c1cc(C(=O)N2CCc3ccccc32)c(Cl)cc1Cl	60*	-2

Further entries
SMILES	mHTT CaM bind	Pf apPOL block
O=C(Nc1ccc(Cl)cc1)N1CCCC1c1nc(-c2ccc(F)cc2F)no1 (centres undefined)	1	4
O=C(NC1CC1)c1ccc(OCC2CCCN(C(=O)C3CC3)C2)cc1 (centres undefined)	7	0
CC(C)CNC(=O)c1cccnc1N1CCNC(c2ccccc2)C1 (centres undefined)	2	3
Cc1cccc(-n2nc(C)c3sc(N4CCC(NC(=O)C5CC5)CC4)nc32)c1	1	-5
CC(C)c1ccc(NC(=O)C2CC(=O)N(Cc3ccccc3F)C2)cc1 (centres undefined)	-3	-2
Cc1c(Cl)cccc1S(=O)(=O)N1CCCC(C)(C(=O)NCc2ccccc2)C1 (centres undefined)	65*	-4
O=C(NCc1ccccc1)C1CCCN(c2nnc3c(Cl)cccn23)C1 (centres undefined)	2	0
CC1CCN(C(=O)C2COC3(CCC(C)CC3)N2C(=O)c2ccc(F)cc2)CC1 (centres undefined)	-4	-5
Brc1ccc(CNc2ccc3c(c2)ncn3-c2ccccc2)cc1	95*	24
CC(C)Cc1nc(C#N)c(N2CCOCC2)o1	-7	/
COCC(C)NC(=O)c1ccc(C(C)(C)C)cc1 (centres undefined)	1	-6
COc1ccc(Nc2nc3nonc3nc2Nc2ccc(OC)cc2OC)c(OC)c1	29	-80
COc1cc(NC(=O)c2nc(-c3cccc(F)c3)n3c2CCCCC3)cc(OC)c1OC	65*	6
NC(=O)C1CCCN(CCc2ccccc2)C1 (centres undefined)	-4	1
CN1CCN(C(=O)C2CCCN(c3ncnc4c3nc3n4CCCCC3)C2)CC1 (centres undefined)	-1	-2
N=c1oc2ccc([N+](=O)[O-])cc2cc1C(=O)Nc1cccc(C(F)(F)F)c1	17	-2
O=C(CSc1c[nH]c2ccccc12)Nc1ccc2c(c1)OCCO2	6	0
CCc1ccc(CNC(=O)c2cc3c(s2)CCN(C(C)=O)C3)cc1	7	-10
COc1ccccc1CNC(=O)CCC1CCCCC1	-8	-7
COc1ccc(Nc2ncnc(N)c2[N+](=O)[O-])cc1Cl	15	-1
COc1cc(/C=C(\C#N)c2[nH]nc(N)c2C#N)ccc1OCc1ccccc1	33	1
CC(=O)c1cccc(Nc2nc(-c3c(C)nc4sccn34)cs2)c1	31	-6
COc1ccccc1NC(=O)CN(c1ccc(OC)c(OC)c1)S(C)(=O)=O	-3	-6
CC1CC(C)CN(CC(O)COCCOc2ccccc2Br)C1 (centres undefined)	-14	-6
CCC(=O)N1CCc2c(c(C(=O)NCc3ccc4c(c3)OCO4)nn2C)C1	30	-5
COc1cc([N+](=O)[O-])ccc1NC(=O)c1cc2ccccc2oc1=O	4	-4
Cc1nc(NC(N)=NS(=O)(=O)c2ccc([N+](=O)[O-])cc2)nc2ccccc12	22	5
CCCC12CN3CC(C)(CN(C1)C3c1ccc(OC)c(OC)c1)C2=O (centres undefined)	2	0
COc1ccc(C2CC(=O)c3c(SCc4ccccc4)sc(C#N)c3C2)cc1 (centres undefined)	/	-16
O=C(CC(c1ccccc1)c1ccccc1)NCc1ccco1	12	2
O=C(NCc1ccccc1)C1CCc2sc(C(=O)N3CCCCC3)cc2C1 (centres undefined)	5	-4

Filtered by structure: the compounds so far with a thiophene ring, fused or not
SMILES	mHTT CaM bind	Pf apPOL block
Cc1cc(NS(=O)(=O)c2ccc(N/C=C/C(=O)c3cccs3)cc2)nc(C)n1	30	-14
NC(=O)c1c(NC(=O)CCCn2cnc([N+](=O)[O-])n2)sc2c1CCCC2	7	0
CNC(C)c1cccs1 (centres undefined)	0	/
NC(=O)c1sccc1NC(=O)C(F)(F)F	/	-5
Cc1nc(Nc2ccc(F)cc2)c2cc(C)sc2n1	2	-6
COc1cc(OC)c(Nc2ncnc3sc(C)cc23)cc1Cl	-3	-2
CSc1nc(N)nc(-c2cccs2)n1	/	6
Cc1ccc([C@H]2C[C@H](O)[C@@H](n3cc(-c4ccc(F)cc4)nn3)CN2Cc2cccs2)cc1	8	-3
O=C(NCc1cc(F)cc(F)c1)c1cc2c(s1)CCN(C(=O)c1ccccc1)C2	1	-7
O=C(c1cccs1)N1CCC(c2ccn3ncc(C(=O)N4CCCCC4)c3c2)CC1	-2	0
O=C1OC(c2ccccc2Br)=N/C1=C\c1cc(Br)cs1	10	-2
Cc1ccc(S(=O)(=O)C(CN)c2cccs2)cc1 (centres undefined)	-16	69*
Cc1noc(-c2cccnc2N2CCCN(C(=O)Cc3cccs3)CC2)n1	-1	8
CC(C)(C)C1CCc2c(sc3c2c(=O)n(-c2ccccc2)c2nncn32)C1 (centres undefined)	11	-1
CCc1ccc(CNC(=O)c2cc3c(s2)CCN(C(C)=O)C3)cc1	7	-10
COc1ccc(C2CC(=O)c3c(SCc4ccccc4)sc(C#N)c3C2)cc1 (centres undefined)	/	-16
O=C(NCc1ccccc1)C1CCc2sc(C(=O)N3CCCCC3)cc2C1 (centres undefined)	5	-4

Compound activity from PubChem BioAssay.
